# PrPC surface inh – cell surface PrPC inhibition, primary TR-FRET screen | P04156 | 0.43% of 370,000 active | inhibition, % at 13.8 µM | TR-FRET read-out; in the data active means inhibition above about 24%; further: 0% = median of the test wells and 100% = reference compound wells
# BoNT-F LC inh – BoNT F light chain protease inhibition; inhibition, % at 10 µM; 0.22% of 360,000 active; Multiplex microsphere protease cleavage assay, flow cytometry; in the data active means inhibition above about 35%, passing the limit was not always enough; inconclusive means no clear call, values can overlap the other calls; further: plate controls were buffer without enzyme for full effect and enzyme alone for no effect
# CCHFV vOTU inh – CCHFV vOTU protease inhibition; AID 651958; 0.55% of 370,000 active; Pep-AMC fluorescence; inhibition, % at 11.5 µM; further: 0% = vehicle wells with enzyme and 100% = no enzyme wells
# BoNT-A LC inh2 – blocks Botulinum neurotoxin A light chain protease; AID 588499; 0.17% of 360,000 active; inhibition, % at 10 µM; multiplex microsphere protease substrate cleavage, flow cytometry; in the data active means inhibition above about 30%; inconclusive means no clear call, values can overlap the other calls; further: plate controls were buffer without enzyme for full effect and enzyme alone for no effect
# FadD28 FP inh – inhibitors of Mycobacterium tuberculosis FadD28 bisubstrate binding. FadD28 bisubstrate probe binding, fluorescence polarization. inhibition, % at 12.5 µM. 0.22% of 360,000 active; in the data active means inhibition above about 8.5%, passing the limit was not always enough; inconclusive means no clear call, values can overlap the other calls
# Mtb BioA inh – blocks M. tuberculosis BioA enzyme activity | purified M. tuberculosis BioA enzyme, plate reader | inhibition, % at 9.99 µM | 0.096% of 360,000 active; in the data active means inhibition above about 40%; inconclusive means no clear call, values can overlap the other calls
# GDH-TPI counter – inhibits GDH-TPI coupling enzymes, artifact for Mtb FBA screen. AID 588335. GDH-TPI coupled enzyme counterscreen, NADH absorbance. inhibition, % at 4.8 µM. 1.2% of 360,000 active;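 further: 0% = DMSO wells and 100% = wells lacking the enzyme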
# Mtb UGM inh – Mtb UDP-galactopyranose mutase inhibition; purified UGM, fluorescence polarization probe displacement; inhibition, % at 10 µM; 0.06% of 320,000 active; AID 504406; in the data active means inhibition above about 10%, passing the limit was not always enough; inconclusive means no clear call, values can overlap the other calls
# Target sequence (P9WIQ1 whole entry, looked up): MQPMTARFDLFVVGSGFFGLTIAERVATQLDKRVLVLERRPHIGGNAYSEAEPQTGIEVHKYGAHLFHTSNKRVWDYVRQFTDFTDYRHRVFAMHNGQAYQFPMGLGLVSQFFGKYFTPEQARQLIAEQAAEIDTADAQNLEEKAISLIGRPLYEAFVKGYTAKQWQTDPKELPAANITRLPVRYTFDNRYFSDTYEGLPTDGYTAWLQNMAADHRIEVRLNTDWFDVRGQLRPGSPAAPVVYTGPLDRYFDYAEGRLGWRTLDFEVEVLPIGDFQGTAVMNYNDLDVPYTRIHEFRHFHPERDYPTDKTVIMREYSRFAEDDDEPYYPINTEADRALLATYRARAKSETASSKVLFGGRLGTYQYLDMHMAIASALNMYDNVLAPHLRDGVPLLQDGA
# FBA Mtb inh – inhibits M. tuberculosis FBA enzyme. P9WQA3. purified M. tuberculosis FBA, fluorescence read-out. AID 588726. 2.3% of 360,000 active. inhibition, % at 1 µM; in the data active means inhibition above about 27%;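 further: 0% = vehicle and 100% = reference inhibitor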
# Target sequence (P9WQA3 whole entry, looked up): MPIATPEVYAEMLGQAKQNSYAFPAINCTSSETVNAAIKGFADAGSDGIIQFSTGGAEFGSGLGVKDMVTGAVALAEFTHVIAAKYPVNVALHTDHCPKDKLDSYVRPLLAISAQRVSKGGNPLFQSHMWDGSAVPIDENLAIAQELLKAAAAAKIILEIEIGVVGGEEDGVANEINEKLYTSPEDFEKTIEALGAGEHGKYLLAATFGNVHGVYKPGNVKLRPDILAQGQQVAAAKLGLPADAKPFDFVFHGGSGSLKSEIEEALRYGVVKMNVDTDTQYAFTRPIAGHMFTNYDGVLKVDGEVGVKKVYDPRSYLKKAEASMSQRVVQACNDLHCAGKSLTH
# Active calls of the source: *; ? = inconclusive; / = not tested or not shown. Unless noted, no stated cut-off is given here; in the data, active means inhibition above about 30%; inactive means the rest.
SMILES,PrPC surface inh,BoNT-F LC inh,CCHFV vOTU inh,BoNT-A LC inh2,FadD28 FP inh,Mtb BioA inh,GDH-TPI counter,Mtb UGM inh,FBA Mtb inh
CC(=O)N(c1ccccc1)c1nc(/C=C/C(=O)Nc2c(C)cc(C)cc2C)cs1,-0.5,-6.0,-1.2,-1.2,-1.8,-1.4,9.9,0.7,4.1
CN1C(=O)N(C)C2(c3ccccc3)NC(=O)NC12c1ccccc1 (stereo not drawn),3.4,6.4,-0.5,-0.3,-1.4,-3.7,6.3,0.7,3.3
C=CCn1c(=O)c(C(=O)NC2CC2)c(O)c2cc(OC)c(OC)cc21,2.9,-0.3,-10.9,-2.0,0.6,0.2,7.5,0.0,7.5
CCCCS(=O)(=O)/C=C\C=C/S(=O)(=O)CCCC,/,12.1,/,-0.1,0.2,/,3.4,2.7,-0.5
Cc1ccnc(NC(=O)c2cc(S(=O)(=O)N3CCCCC3)ccc2Cl)c1,12.3,-34.4,-44.9,-3.5,-1.0,/,8.9,2.4,37.6*
O=C(COc1c(Cl)cccc1Cl)NN1C(=O)CSC1=S,-0.9,-0.8,-7.7,-0.5,0.5,-2.5,-2.3,-0.1,0.2
O=C(COc1cccc(Br)c1)N/N=C/C(=O)c1ccccc1,-0.4,-2.8,0.4,-0.5,-2.5,/,-0.6,-1.8,1.4
COc1cc(S(=O)(=O)N2CCC(c3nc4ccccc4s3)CC2)ccc1S(=O)(=O)N1CC(C)CC(C)C1 (stereo not drawn),-3.8,-2.4,6.4,0.3,-3.2,-2.2,11.3,1.4,2.6
Cc1ccc(C)c(CNS(=O)(=O)c2c(C)[nH]c(C)c2C(=O)N2CCCC2)c1,-1.8,5.5,15.3,1.7,0.7,-2.1,0.9,0.0,-2.9
O=c1oc2cc(OCc3nn[nH]n3)ccc2c2c1CCCC2,3.7,11.7,-32.6,6.9,-3.5,6.3,-3.9,2.3,89.0*
Cc1cc(NC(=O)CC(C)(C)C)nc2c1c(=O)oc1ccccc12,5.6,-7.9,3.5,0.2,-1.3,0.2,6.5,0.8,4.7
COC(CNc1ncnc2sc(-c3ccccc3)cc12)OC,0.8,-30.4,-11.8,-2.3,-5.2,0.1,10.7,0.5,25.1
O=[N+]([O-])c1ccc(/C=C/C2=NN(c3ccccc3)C(c3ccco3)C2)o1 (stereo not drawn),-6.5,24.2,10.5,26.2,-4.2,/,-2.8,/,-2.5
CC(C)(Oc1ccc(Cl)cc1)C(=O)NC1CCN(Cc2ccccc2)CC1,-1.2,/,-3.4,/,-2.5,-1.9,3.2,-2.6,0.0
O=C(Nc1ccc(Cl)cc1)N1CCSCC1,-1.3,-5.1,-0.7,-0.2,-0.6,-1.2,9.2,-1.7,1.1
CC1(C)CC(=O)N(CC(=O)NCc2ccccc2)c2ccccc2S1(=O)=O,-8.1,-0.9,-4.7,-0.2,-0.2,0.2,-1.0,-2.2,1.8
CCn1nc(NS(=O)(=O)c2ccc(F)cc2)c2cc3cccc(C)c3nc21,-13.9,-3.6,27.1,-0.1,0.2,0.6,-8.7,2.4,-2.4
Cc1ccccc1CN1CCC(n2nccc2NC(=O)c2cccnc2)CC1,-4.6,-2.2,-3.4,-1.5,-3.8,0.9,-5.5,0.2,-3.1
CSc1nc(=S)cc(C)[nH]1,-6.6,1.7,-6.0,-0.1,-3.9,-1.5,3.4,-0.1,-6.1
O=C(Nc1ccccc1Cl)c1cc(C2CCCN(C(=O)c3ccccc3)C2)on1 (stereo not drawn),8.3,-0.1,4.9,0.1,-3.0,1.8,6.2,/,-1.6
NS(=O)(=O)c1ccc(N/N=C/c2cn(-c3ccccc3)nc2-c2cccs2)cc1,0.8,-6.2,-1.3,-0.2,1.0,-4.0,14.7,-1.2,1.2
CC(C)N1CCc2c(sc(NC(=O)CCS(=O)(=O)c3ccccc3)c2C#N)C1,-0.1,-13.9,-6.2,-3.4,0.0,-1.1,10.2,2.6,0.5
O=C(NCCCNc1ccc([N+](=O)[O-])cc1Cl)c1ccccc1F,-19.1,-0.3,12.2,-0.1,-6.5,/,1.9,-1.6,-12.6
N#Cc1cc2c(=O)n3ccccc3nc2n(Cc2ccco2)c1=NC(=O)c1ccco1,-3.5,-6.9,-111.5,1.7,-1.4,/,16.2,-1.4,167.8*
Cn1c(=O)c2c(ncn2CC(=O)OCC(=O)Nc2cccc(Cl)c2)n(C)c1=O,12.2,-3.1,2.0,-0.4,-1.1,/,-2.2,-1.9,0.7

# Record cards, as listed above. Order of values: PrPC surface inh, BoNT-F LC inh, CCHFV vOTU inh, BoNT-A LC inh2, FadD28 FP inh, Mtb BioA inh, GDH-TPI counter, Mtb UGM inh, FBA Mtb inh
# Shown for CC(=O)N(c1ccccc1)c1nc(/C=C/C(=O)Nc2c(C)cc(C)cc2C)cs1 : -0.5, -6.0, -1.2, -1.2, -1.8, -1.4, 9.9, 0.7, 4.1
# Shown for O=C(COc1c(Cl)cccc1Cl)NN1C(=O)CSC1=S : -0.9, -0.8, -7.7, -0.5, 0.5, -2.5, -2.3, -0.1, 0.2
# Shown for Cc1cc(NC(=O)CC(C)(C)C)nc2c1c(=O)oc1ccccc12 : 5.6, -7.9, 3.5, 0.2, -1.3, 0.2, 6.5, 0.8, 4.7
# Shown for COC(CNc1ncnc2sc(-c3ccccc3)cc12)OC : 0.8, -30.4, -11.8, -2.3, -5.2, 0.1, 10.7, 0.5, 25.1
# Shown for CCn1nc(NS(=O)(=O)c2ccc(F)cc2)c2cc3cccc(C)c3nc21 : -13.9, -3.6, 27.1, -0.1, 0.2, 0.6, -8.7, 2.4, -2.4

# Going on with the list.
SMILES,PrPC surface inh,BoNT-F LC inh,CCHFV vOTU inh,BoNT-A LC inh2,FadD28 FP inh,Mtb BioA inh,GDH-TPI counter,Mtb UGM inh,FBA Mtb inh
Cc1ccc(C(=O)OCC(=O)NC(=O)c2cccn2C)cc1[N+](=O)[O-],2.4,-5.4,-10.3,0.4,-3.8,-0.3,12.3,-1.5,-0.9
CCn1c(Cl)c(C=O)s/c1=N\S(=O)(=O)c1ccccc1,53.1*,6.2,9.0,0.4,-3.9,-12.9,20.6,0.7,-0.7
CC1CCC2(CC1)NC(=O)N(CC(=O)NCc1ccc3c(c1)OCO3)C2=O (stereo not drawn),3.1,-7.2,-6.0,-0.8,-2.5,/,-3.8,1.7,2.8
CC(C)C(C(=O)Nc1nccs1)c1ccccc1 (stereo not drawn),4.2,3.4,3.5,-0.2,-0.7,-1.6,-9.0,0.0,-0.9
O=C(NCCc1ccccc1)C1CCN(S(=O)(=O)N2CCC3(CC2)OCCO3)CC1,-10.8,2.7,-13.6,0.2,-4.3,-0.3,-1.9,-1.3,-2.2
COC(=O)[C@]1(C)N[C@H](c2ccc(SC3CCCCC3)c(OC)c2)[C@@H]2C(=O)N(C)C(=O)[C@@H]21,-5.9,-4.7,-12.2,-0.3,-5.1,-1.4,7.6,-0.3,0.0
COc1ccc(NC(=O)Cn2nc(C(F)(F)F)c3c2CCCC3)c(OC)c1,8.5,-4.1,30.5*,?,-5.1,-4.0,1.0,-1.8,-2.4
Cc1ccc(Nc2nnc(SC3CCOC3=O)s2)cc1 (stereo not drawn),-5.7,0.9,-9.7,0.4,0.6,/,9.3,-2.0,-2.4
Cc1noc(C)c1S(=O)(=O)N(CC(=O)NC(C)c1ccccc1)c1ccc(C(C)C)cc1 (stereo not drawn),-3.5,-7.8,3.9,-1.9,-1.9,0.1,8.3,-1.2,0.0
Cc1nc2ccccc2n1CC(O)Cn1c2ccccc2c2ccccc21 (stereo not drawn),0.2,3.6,0.9,?,0.2,0.3,3.1,2.5,-0.9
Cn1c(=O)c2c(ncn2CC(=O)OCC(=O)NCCc2ccccc2)n(C)c1=O,0.0,17.2,20.8,0.3,-0.9,-1.1,2.8,/,-1.1
Cc1ccc(OCc2n[nH]c(=S)n2Cc2ccccc2)cc1,0.7,-0.5,1.3,0.7,-2.4,-1.9,-5.7,0.3,-3.0
CCOC(=O)c1ccccc1NC(=O)CSc1nc(N)cc(=O)[nH]1,6.0,-5.8,-4.7,0.0,-0.3,0.9,-0.5,-1.1,2.3
O=C(CSc1nc(NS(=O)(=O)c2ccccc2)cc(=O)[nH]1)Nc1ccc(F)cc1,9.3,-11.2,3.8,0.2,-2.9,-0.2,-3.1,-1.2,-0.2
Cc1ccc2c(c1)C1CN(C)CCC1N2C(=S)Nc1ccc(OC(F)F)cc1 (stereo not drawn),-9.8,-4.6,-7.3,-0.4,-2.8,/,-3.7,0.5,-1.7
CCn1cc(CN2CCCC(C(=O)Nc3ccc(-c4nc5ccccc5[nH]4)cc3)C2)c(C)n1 (stereo not drawn),-6.0,-5.3,5.4,0.0,-8.1,1.5,3.5,2.4,5.8
COc1cccc(-c2cnc3c(NC=O)cc(-c4ccc(N5CCN(C)CC5)cc4)cn23)c1,-1.7,-34.1,-1.2,0.7,-1.3,-1.6,8.0,/,-0.2
Cc1ccc(NC(=O)C(C)N2C(=O)c3ccccc3C2=O)cc1S(=O)(=O)N1CCOCC1 (stereo not drawn),-1.4,6.2,-13.7,0.5,-1.4,/,-2.2,/,7.5
Cc1cccc(NC(=O)Cc2ccc(Br)cc2)n1,-1.8,?,14.4,?,-1.3,-0.7,2.8,-1.1,-1.4
Cc1ccc(S(=O)(=O)N2CCOCC2)cc1NC(=O)CNC(C)c1ccccc1 (stereo not drawn),-4.5,-0.9,-13.8,0.5,-2.3,-0.2,-8.5,1.4,-0.6
COC(=O)[C@H](CC(C)C)NC(=O)NCc1ccc(Cl)cc1,5.0,/,4.7,/,-1.5,3.8,17.2,0.1,-1.4
C/C(CC(=O)N(C(C)C)C(C)C)=N\NC(=O)COc1ccc(Br)cc1Br,5.2,-7.3,-14.0,-0.1,-3.9,/,8.6,-0.8,-9.2
O=C(Nc1ccccc1NC(=O)NC1CCCCC1)NC1CCCCC1,0.4,-3.3,-0.9,?,3.6,-1.4,10.5,/,3.1
Cc1ccc(NC(=O)CNc2ccc(OC(C)C)cc2)cc1,6.5,-25.0,0.4,0.5,-1.4,-0.1,3.8,0.3,1.4
O=C(c1ccco1)n1nc(NCc2ccccc2)nc1NCc1ccccc1,5.6,17.2,5.8,1.3,-4.7,0.2,18.1,1.3,-7.5

# Retrieved by structure from above, two records:
SMILES,PrPC surface inh,BoNT-F LC inh,CCHFV vOTU inh,BoNT-A LC inh2,FadD28 FP inh,Mtb BioA inh,GDH-TPI counter,Mtb UGM inh,FBA Mtb inh
Cc1noc(C)c1S(=O)(=O)N(CC(=O)NC(C)c1ccccc1)c1ccc(C(C)C)cc1 (stereo not drawn),-3.5,-7.8,3.9,-1.9,-1.9,0.1,8.3,-1.2,0.0
COc1ccc(NC(=O)Cn2nc(C(F)(F)F)c3c2CCCC3)c(OC)c1,8.5,-4.1,30.5*,?,-5.1,-4.0,1.0,-1.8,-2.4

# (further entries)
SMILES,PrPC surface inh,BoNT-F LC inh,CCHFV vOTU inh,BoNT-A LC inh2,FadD28 FP inh,Mtb BioA inh,GDH-TPI counter,Mtb UGM inh,FBA Mtb inh
COc1ccc(C(CNC(=O)CCOc2ccccc2)N(C)C)cc1 (stereo not drawn),-0.3,/,-4.1,/,-1.5,-0.5,1.7,0.2,1.9
Cc1cc(C)c(OC2(c3ccccc3)OC(=O)c3ccccc32)c(C)c1 (stereo not drawn),-1.3,-23.0,-7.2,-2.8,-0.8,-3.1,-13.1,4.9,2.2
CC1CN(Cc2nc3c(c(=O)[nH]c(=O)n3C)n2CCCc2ccccc2)CC(C)O1 (stereo not drawn),-2.8,0.1,-5.5,0.7,0.5,0.0,12.4,-2.7,3.9
CC(C)(C)c1ccc(C(=O)CC(=O)c2cc(Cl)ccc2O)cc1,7.4,-1.2,-6.2,-0.6,-4.9,-0.5,-10.2,2.5,-2.3
COc1ccc(/C=C/C(=O)NC(=S)N2CCCC(C(N)=O)C2)cc1 (stereo not drawn),-7.6,-2.9,10.3,-0.4,0.2,-0.3,48.8*,-4.4,-5.3
CCOC(=O)c1c(C)[nH]c(C(=O)OCC(=O)N(C)c2c(N)n(Cc3ccccc3)c(=O)[nH]c2=O)c1C,-5.2,2.9,2.0,0.3,-3.4,0.1,1.3,0.0,1.5
